High-throughput results from PubChem BioAssay.
RTF Ca sens act: cardiac RTF calcium sensitization. IANBD-labeled TnC RTF fluorescence at EC20 calcium; 0% EC20 calcium, 100% full calcium. activation, % at 7.2 µM. 340,000 compounds, 0.24% hits;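 active = activation above the mean over all tested compounds plus 3 SD, cut at about 30% in these data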;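 also: rise in fluorescence read as greater calcium sensitivity of cardiac thin filaments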
dFosB activator: activators of mouse delta FosB homodimer. P13346. purified delta FosB, TAMRA-CDK5 oligo fluorescence polarization; percent of positive-control signal above neutral wells. activation, % at 25 µM. 340,000 compounds, 0.99% hits;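 active = mean activation above about 17%, with every replicate also reaching it, limit read from the data, passing the limit was not always enough; inconclusive = only one of the two conditions met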;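 also: fluorescence polarization rise as delta FosB binds a TAMRA Cdk5 AP-1 oligo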
CDK5 inh: CDK5/p35 (human) kinase inhibition; inhibition, % at 10 µM; Q00535+Q15078; Recombinant CDK5/p35, ADP-Glo luminescence, 60 min; 330,000 compounds, 0.01% hits;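 active = highest replicate inhibition of at least 50% and at least 75% of replicates reaching 50%; inconclusive = only one of the two criteria met; inactive = both criteria failed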;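 also: plate controls were DMSO neutral control for no effect and GW8510 at 10 µM for full effect; many of its hits are not listed in these tables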
Target sequence (Q00535 whole entry, looked up): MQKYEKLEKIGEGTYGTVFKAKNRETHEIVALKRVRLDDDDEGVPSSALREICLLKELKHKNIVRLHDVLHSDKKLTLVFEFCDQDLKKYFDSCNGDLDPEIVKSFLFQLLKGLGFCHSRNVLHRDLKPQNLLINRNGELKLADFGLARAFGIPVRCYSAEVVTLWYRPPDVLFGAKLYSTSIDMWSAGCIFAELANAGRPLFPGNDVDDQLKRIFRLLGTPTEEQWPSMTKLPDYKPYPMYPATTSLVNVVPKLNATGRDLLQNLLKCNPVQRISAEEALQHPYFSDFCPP
Target sequence (Q15078 whole entry, looked up): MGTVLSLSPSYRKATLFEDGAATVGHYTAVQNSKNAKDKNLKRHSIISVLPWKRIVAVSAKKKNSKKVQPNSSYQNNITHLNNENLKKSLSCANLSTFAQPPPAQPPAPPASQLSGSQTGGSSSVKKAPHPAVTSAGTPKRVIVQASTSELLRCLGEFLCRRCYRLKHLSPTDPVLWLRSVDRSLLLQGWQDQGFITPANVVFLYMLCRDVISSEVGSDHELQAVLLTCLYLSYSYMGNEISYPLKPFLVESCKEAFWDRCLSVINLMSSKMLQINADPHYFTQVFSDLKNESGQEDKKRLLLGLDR
SR-BI DiI-HDL act: SR-BI HDL lipid transfer activation; CHO ldlA[mSR-BI] cells, DiI-HDL uptake fluorescence, 3 h; 100 = double the neutral-control signal; activation, % at 12.5 µM; 320,000 compounds, 0.096% hits;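 active = mean replicate activation of at least 60% and every replicate at or above 60%; inconclusive = mean or all-replicate condition met, but not both; inactive = mean below 60% and not all replicates reaching 60%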;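 also: 0% = median plate neutral-control signal and 100% = twice that signal; values of inactives mirror those of a sister screen read the other way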
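Material: SR-BI-overexpressing, LDLR-lacking CHO cells | Dosing: Single compound concentration, delivered by pin transfer | Probe or stimulus: Labelled HDL, 10 µg/mL | Signal: Bottom-read cell fluorescence after medium removal, ex 550/em 595 nm | Schedule: 3 h, 37 °C | Evaluation: HDL uptake via cellular fluorescence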
MITF act: activators of MITF-driven TRPM1 promoter activity in SK-MEL-5 cells; SK-MEL-5 TRPM1-promoter luciferase, 24 h; % of positive control, neutral wells = 0; activation, % at 12.5 µM; 300,000 compounds, 0.75% hits;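 active = mean activation of at least 80% with every replicate also reaching 80%; inconclusive = mean reaches 80% but some replicate falls short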;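 also: 0% = neutral control wells and 100% = parthenolide positive control wells; values of inactives mirror those of a sister screen read the other way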
Rtt109 HAT inh: inhibitors of Candida albicans Rtt109/Vps75 histone acetyltransferase; purified Rtt109/Vps75, ThioGlo CoA-SH fluorescence, 4 h; inhibition, % at 34.9 µM; AID 540336; 330,000 compounds, 0.16% hits;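 active = inhibition of at least 50% in every replicate; inconclusive = best replicate reaches 50% inhibition but some replicates fall short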
Target sequence (Q5AAJ8 whole entry, looked up): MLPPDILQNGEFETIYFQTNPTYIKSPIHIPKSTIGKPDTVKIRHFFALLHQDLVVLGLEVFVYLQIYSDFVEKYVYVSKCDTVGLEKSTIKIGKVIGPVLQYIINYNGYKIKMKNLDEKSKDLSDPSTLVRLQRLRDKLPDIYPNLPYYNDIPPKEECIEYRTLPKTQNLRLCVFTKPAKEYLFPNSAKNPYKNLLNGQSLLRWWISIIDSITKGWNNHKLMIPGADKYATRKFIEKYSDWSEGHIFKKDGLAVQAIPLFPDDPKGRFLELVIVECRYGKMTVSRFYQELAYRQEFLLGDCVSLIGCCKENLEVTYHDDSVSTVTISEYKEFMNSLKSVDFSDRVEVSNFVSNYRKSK
HTR5A ag: counter-screen for OPRM1-OPRD1 agonists: human HTR5A agonism | P47898 | HTR5A agonist assay, luminescence, cell-based | activation, % at 9.3 µM | 340,000 compounds, 0.61% hits; in the data active = activation mostly above about 9.5%, no sharp cut-off; inactive = mostly below about 7.6%;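 also: 0% = cells with vehicle only and 100% = reference agonist; strong numbers were not always called active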
Wnt act: activates Wnt/beta-catenin signaling in a reporter cell assay; activator, plate reader; 300,000 compounds, 1.2% hits; activation, % at 9.35 µM; in the data active = activation above about 30%, passing the limit was not always enough; inconclusive = no clear call, values can overlap the other calls;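 also: 0% = neutral control wells and 100% = positive control wells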
SR-BI DiI inh: blocks mouse SR-BI lipid uptake from DiI-HDL; AID 488896; inhibition, % at 12.5 µM; 320,000 compounds, 0.96% hits; Q61009; ldlA[mSR-BI] CHO cells, DiI-HDL uptake fluorescence, 3 h;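 active = mean replicate inhibition of at least 70% and a set share of replicates each scoring 70 or more; inconclusive = meets just one of the two criteria; inactive = fails both criteria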;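 also: 0% = median of neutral control wells and 100% = median of positive control wells; values of inactives mirror those of a sister screen read the other way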
PvdQ inh: blocks Pseudomonas aeruginosa PvdQ acylase activity | purified PvdQ acylase, fluorescence plate reader | inhibition, % at 10 µM | 340,000 compounds, 0.063% hits | AID 488965; in the data active = inhibition above about 30%, passing the limit was not always enough; inconclusive = no clear call, values can overlap the other calls;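 also: 0% = vehicle neutral wells and 100% = reference inhibitor wells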
The depositor's hits bear a star; ? = inconclusive; . = not tested or not shown.

SMILES | RTF Ca sens act | dFosB activator | CDK5 inh | SR-BI DiI-HDL act | MITF act | Rtt109 HAT inh | HTR5A ag | Wnt act | SR-BI DiI inh | PvdQ inh
COc1cc(CNC(=O)c2cc3ccccc3oc2=O)cc(OC)c1OC | -14 | -7 | 0.0 | . | . | -6 | 1 | 4 | . | 5
COc1ccccc1C(=O)C1CCCN(Cc2cccc(OCCO)c2)C1 (stereo unspecified) | 4 | -1 | -3.6 | -1 | . | -5 | -1 | 1 | 1 | -14
O=C(CCNC(=O)Cn1ccc2ccccc2c1=O)NCCCN1CCOCC1 | 4 | 3 | -1.1 | . | -1 | -8 | 4 | 0 | . | -14
CCCCc1ccc(Nc2nc(CCC)cc(=O)[nH]2)cc1 | -3 | -3 | 13 | 7 | -13 | -6 | -14 | -4 | -7 | 3
COc1c(-c2ccccc2)oc2c(ccc3occc32)c1=O | -3 | -34 | -1.8 | -3 | 8 | 4 | 3 | 1 | 3 | 12
N=c1c2c3c(sc2ncn1CCN1CCOCC1)CCCC3 | 0 | 5 | -0.7 | 10 | . | 3 | 0 | . | -10 | -1
C[C@H](CO)N1C[C@H](C)[C@H](CN(C)C(=O)Nc2ccc(C(F)(F)F)cc2)Oc2c(NC(=O)c3ccncc3)cccc2C1=O | 8 | -7 | -1.7 | 0 | -6 | 5 | 2 | -7 | 0 | -9
O=C(N/N=C/c1ccco1)c1ccn[nH]1 | 9 | -6 | 7.1 | 14 | 15 | -7 | 2 | 0 | -14 | 2
Cc1ccc(S(=O)(=O)NCCNc2ccc([N+](=O)[O-])cc2C(F)(F)F)cc1 | 2 | -13 | 3.8 | 17 | . | 17 | 2 | . | -17 | -11
O=c1c2ccccc2c(C=Nc2ccc(O)cc2)c(O)n1Cc1ccccc1 | -2 | -2 | 0.9 | -13 | 64 | -9 | 0 | 19 | 13 | -7
Fc1c(F)c(C(F)(F)F)c(F)c(F)c1N/N=C\c1cccs1 | -4 | 3 | -1.3 | -11 | -8 | 4 | 7 | -1 | 11 | -7
COc1cc(/C=C/C(=O)O[C@H]2[C@H](O[C@@H]3O[C@@H](C)[C@H](O)[C@@H](O)[C@H]3O)[C@@H](O)[C@H](OCCc3ccc(O)c(OC)c3)O[C@@H]2CO)ccc1O | 14 | -11 | 2.3 | 16 | 12 | 12 | 2 | 0 | -16 | -9
Cc1nc2ccc(NC(=O)c3cccc(S(=O)(=O)N(C)c4ccccc4)c3)cc2s1 | -1 | -9 | 1.0 | -69 | -25 | -1 | 1 | . | 69 | -4
CN1CC=C2C(C#N)=C(N)C(C#N)(C#N)C(CCc3ccccc3)C2C1 (stereo unspecified) | 35* | -2 | -1.8 | -9 | -15 | -37 | 4 | . | 9 | -4
CCSc1nnc(NC(=O)[C@@H](NC(=O)c2ccccc2)C(C)C)s1 | 7 | -6 | 0.7 | 6 | 6 | -13 | 4 | -3 | -6 | -18
CCN(CC)C(=O)c1cccc(NC(=O)c2ccccc2OCc2c(C)noc2C)c1 | -2 | -15 | 2.0 | 3 | . | 7 | -4 | 1 | -3 | -6
CCN(Cc1ccc2c(c1)OCO2)C(=O)CSc1nc(C)nc2sc(C)c(C)c12 | -1 | -12 | 0.3 | 16 | 4 | 6 | -4 | -27 | -16 | -16
NC(=O)C1CCCN(CC(O)COCc2ccc(Cl)cc2)C1 (stereo unspecified) | 3 | 4 | -0.1 | 9 | 6 | 14 | 2 | -1 | -9 | 15
O=C(Oc1c(CN2CCOCC2)cc(Cl)c2cccnc12)c1ccccc1Br | 1 | -8 | -2.2 | . | -68 | 6 | -6 | -20 | . | -2
COc1ccc(C)cc1NC(=O)NNC(=O)C1CCC(C(C)(C)C)CC1 (stereo unspecified) | 4 | -17 | -1.0 | -13 | 5 | -1 | 13* | -1 | 13 | -15
Cc1c(/C=C2\SC(=Nc3cccc(C(=O)O)c3)NC2=O)c2ccccc2n1C | 0 | -19 | 0.5 | . | -2 | 44 | 3 | 7 | . | 6
CCOC(=O)CNS(=O)(=O)c1ccc(C)cc1 | -3 | -7 | -2.5 | 1 | 4 | -5 | 3 | -1 | -1 | 1
CCN(CC)Cc1c(C(=O)N/N=C(\C)c2ccncc2)nnn1-c1nonc1N | -1 | 0 | 1.0 | 7 | -1 | -2 | -2 | -1 | -7 | 7
S=c1[nH]nc(-c2cc(-c3ccccc3)n[nH]2)n1/N=C/c1ccccc1 | -3 | 11 | 3.3 | . | 10 | 1 | -1 | 8 | . | -11
CCC(c1nnnn1C1CCCC1)N1CCC(C(N)=O)CC1 (stereo unspecified) | . | 1 | 0.0 | 16 | -10 | -19 | . | 0 | -16 | 15
Cc1onc(-c2ccccc2Cl)c1C(=O)O/N=C(\N)c1ccccc1 | -4 | -5 | -3.4 | . | -1 | -11 | 4 | -1 | 20 | -10
CC(C)CN(CC(C)C)C(=S)NC1CCCCC1 | 5 | 3 | -1.0 | -7 | -8 | 1 | -3 | 0 | 7 | 1
CC(C(=O)Nc1nc2ccccc2s1)n1cc([N+](=O)[O-])cn1 (stereo unspecified) | 4 | -6 | 0.2 | 21 | 3 | -1 | -4 | 0 | -21 | -9
S=c1[nH]nc(-c2ccc3ccccc3n2)n1-c1ccccc1 | -1 | -14 | 0.9 | 12 | -1 | -4 | -3 | 2 | -12 | 7
Cc1nn(CCOc2cccc(Cl)c2)c(C)c1[N+](=O)[O-] | -7 | 5 | 0.2 | -12 | 1 | 36 | 2 | -3 | 12 | 2
COc1cc(OC)cc(N(C(=O)c2snc(C(N)=O)c2N)C(C(=O)NCC2CCCO2)c2ccc(C)o2)c1 (stereo unspecified) | 5 | -19 | 0.1 | 3 | 0 | 16 | -4 | -14 | -3 | 0
COC(=O)c1ccc(CC(=O)c2ccc(O)cc2O)o1 | 2 | -14 | 0.3 | 13 | -22 | 4 | -2 | 1 | -13 | -10
O=C(NCc1ccco1)c1nnc(Cc2ccc(F)cc2)o1 | -4 | -4 | -0.2 | 12 | 6 | 5 | 3 | 0 | -12 | -1
CCc1sc(C(=O)Nc2cccc(-n3cnnn3)c2)cc1C | 0 | -7 | 0.0 | -73 | 11 | 0 | -2 | -1 | ? | -13
Cc1cccc(Oc2coc3cc(O)ccc3c2=O)c1 | -3 | -2 | 0.9 | 2 | . | -1 | 2 | 9 | -2 | -6
O=C(NCc1ccccn1)c1cc(S(=O)(=O)N2CCN(c3ccccc3)CC2)ccc1Cl | 2 | -11 | 0.4 | 5 | -13 | -10 | 0 | -3 | -5 | -9
O=C(CN1CCN(c2ccccc2)CC1)Nc1scc2c1c(=O)oc1ccccc12 | 2 | -9 | 0.2 | 24 | . | 3 | 4 | -2 | -24 | -1
COc1cc(/C=N/NC(=O)c2cccnc2)cc2c1OCO2 | -2 | 2 | 0.5 | -4 | 7 | -1 | 1 | 0 | 4 | 5
COc1cccc(-c2n[nH]c(=S)n2Cc2ccco2)c1 | 1 | -2 | 1.4 | 22 | -4 | -17 | -2 | -3 | -22 | 2
COc1ccc([N+](=O)[O-])cc1NS(=O)(=O)c1cc(C(=O)O)ccc1OC | 7 | 2 | -0.7 | 2 | 3 | 24 | -4 | 4 | -2 | 3

Reprinted from the part before: 2 compounds, then new ones.
SMILES | RTF Ca sens act | dFosB activator | CDK5 inh | SR-BI DiI-HDL act | MITF act | Rtt109 HAT inh | HTR5A ag | Wnt act | SR-BI DiI inh | PvdQ inh
COc1cccc(-c2n[nH]c(=S)n2Cc2ccco2)c1 | 1 | -2 | 1.4 | 22 | -4 | -17 | -2 | -3 | -22 | 2
COc1ccc([N+](=O)[O-])cc1NS(=O)(=O)c1cc(C(=O)O)ccc1OC | 7 | 2 | -0.7 | 2 | 3 | 24 | -4 | 4 | -2 | 3
COc1ccc(OCC(=O)N/N=C(/C)Cc2ccccc2)cc1 | -7 | 1 | -0.3 | 25 | -6 | 1 | -4 | -2 | -25 | -4
Cc1ccc(S(=O)(=O)N2CN(Cc3ccco3)c3nc4ccccc4nc32)cc1C | 2 | 5 | -0.2 | 0 | 10 | -6 | 4 | . | 0 | -1
Cc1ccc2nc(NC(=O)CSCC(=O)OCC(=O)c3ccc(Br)cc3)sc2c1 | -1 | 0 | -0.8 | 15 | . | -7 | 4 | -29 | -15 | -8
Cc1ccc(C(=O)Oc2cc(C)[nH]c(=O)c2[N+](=O)[O-])cc1 | 0 | 1 | -5.3 | 18 | -13 | -2 | 6 | -1 | -18 | -11
COc1cccc(-c2cc(C(=O)N3CCCCC3C)no2)c1 (stereo unspecified) | 0 | -10 | 0.4 | -21 | ? | -7 | 1 | . | 21 | -1
CC(=O)Nc1ccc(SC[C@H](Cc2ccccc2)N2CC[C@@H](C)CCC2=O)cc1 | 1 | -3 | -0.1 | -3 | 17 | 13 | 8 | -4 | 3 | -17
NNc1ccc(Cc2ccc(Cl)cc2Cl)nn1 | 1 | -2 | 0.1 | -8 | -1 | -7 | -2 | -11 | 8 | -6
CCCn1nnc(NC(=O)c2ccc(-c3ccccc3)cc2)n1 | -3 | -9 | -0.3 | -16 | 92* | -11 | 1 | 29 | 16 | -12
COc1ccc(OC)c(NC(=O)CS(=O)(=O)Cc2nc(-c3ccccc3C)oc2C)c1 | -2 | -6 | 0.3 | -32 | . | -2 | -1 | -6 | 32 | -8
Cc1ccnc(NC(=O)c2ccc(Cl)c(NC(=O)c3ccccc3C)c2)c1 | -6 | -11 | 0.4 | 21 | . | 0 | -3 | . | -21 | -3
COc1ccccc1-n1c(SCC(=O)Nc2ccc(NC(C)=O)cc2)nc2c([nH]c3ccccc32)c1=O | -4 | 7 | -1.4 | -50 | -28 | 6 | 2 | -2 | 50 | 2
O=C(Nc1ccccc1C(=O)N1CCOCC1)c1ccco1 | -5 | -7 | -0.1 | 29 | . | -4 | 4 | -4 | -29 | -1
Oc1ccc(-c2onc3ccc(Cl)cc23)cc1 | -5 | -2 | 0.5 | -19 | 5 | 10 | 0 | . | 19 | -3
COc1ccc(C(=O)Nc2ccc(SC(F)F)cc2)cc1 | 0 | 1 | 0.5 | -22 | 44 | 24 | 3 | 28 | 22 | 5
COC(=O)[C@H](Cc1c[nH]c2ccccc12)NC(=O)Nc1ccccc1OC | 3 | -1 | 0.0 | -10 | -4 | 1 | -2 | -1 | 10 | -12
CC(C)CCNC(=O)CCS(=O)(=O)c1cccc2nonc12 | -3 | -8 | -0.5 | 7 | -3 | 1 | 6 | -2 | -7 | -18
Cc1cccc(NC(=S)NC(=O)c2oc3ccccc3c2C)n1 | -3 | -1 | -3.9 | 3 | 72 | 3 | 3 | 24 | -3 | -21
CC(=O)c1cc(C)c(OC(=O)c2ccccc2)c(C)c1 | -2 | -5 | -0.9 | -22 | 4 | -2 | 4 | 16 | 22 | 2
N#CC12C(=O)NC(=O)C1(C#N)C21CCCC1 (stereo unspecified) | -2 | -2 | 0.5 | 18 | 2 | -3 | 2 | -6 | -18 | -5

Not a hit list; any-hit rate near 4.4%.
